High-throughput results from PubChem.
Giardia killer: Giardia lamblia killing; AID 540267; Giardia lamblia trophozoite viability; activity change, % at 7.66 µM, hits read low; hit rate 0.15% among 340,000; in the data active = activity change below about -80%; inconclusive = between about -30% and that limit;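 also: parasites exposed to compound for two days anaerobically before the ATP read; % is scaled to controls: 0 for no effect and ±100 for the full control effect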
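ATP-content bioluminescence gauges trophozoite survival. Cells (100/well) receive compound and incubate anaerobically for 48 hrs at 37 deg C; detection reagent follows for 15-30 min at room temperature.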
uPA generation: cell surface uPA generation inhibition. cell surface uPA generation assay, qHTS. Potency, µM (doses to about 38.3 µM), for the others: at the top dose activity change, negative = inhibition, most hits filed as inhibitors. hit rate 0.31% among 330,000; active = well fitted inhibition curve with a large enough effect; inconclusive = small, poorly fitted or top-dose-only effect; inactive = no such curve, though single readings can be large or run the other way; tested in mouse RAW 264.7 cells; also: potency is read from the fitted curve at half-maximal effect; % is scaled to controls: 0 for no effect and ±100 for the full control effect; nearly all actives have a fitted effect of over 55% in size
Tb PFK block: blocks T. brucei phosphofructokinase | O15648 | T. brucei PFK, ADP-Glo luminescence | Potency, µM (doses to about 57.5 µM), without a hit: at the highest dose activity, negative = inhibition, most hits filed as inhibitors | hit rate 0.17% among 330,000;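 also: potency is read from the fitted curve at half-maximal effect; 0% = uninhibited 1x PFK enzyme wells and -100% = no-enzyme wells; nearly all actives have a fitted effect of over 60% in size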
Target sequence (O15648 whole entry, looked up): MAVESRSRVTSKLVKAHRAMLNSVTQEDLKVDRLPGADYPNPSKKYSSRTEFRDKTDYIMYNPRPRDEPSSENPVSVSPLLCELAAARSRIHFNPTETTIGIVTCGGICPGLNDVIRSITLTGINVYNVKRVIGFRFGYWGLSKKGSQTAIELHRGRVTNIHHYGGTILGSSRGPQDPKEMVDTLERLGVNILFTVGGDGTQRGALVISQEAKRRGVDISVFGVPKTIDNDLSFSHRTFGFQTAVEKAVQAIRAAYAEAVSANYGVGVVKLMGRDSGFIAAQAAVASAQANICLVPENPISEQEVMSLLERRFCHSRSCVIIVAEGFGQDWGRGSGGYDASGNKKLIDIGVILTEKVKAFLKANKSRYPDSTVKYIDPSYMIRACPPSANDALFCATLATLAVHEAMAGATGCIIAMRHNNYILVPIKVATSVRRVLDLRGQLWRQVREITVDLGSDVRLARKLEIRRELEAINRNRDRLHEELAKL
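1.25 nM PFK with 0.5 mM F6P and 0.1 mM ATP in 0.1 M TEA pH 8.0, 5 mM MgCl2, incubated 45 min at room temperature; ADP measured by ADP-Glo luminescence; compounds titrated up to 57 uM.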
Coupling enz: coupling enzyme interference in Giardia aldolase counter-screen; coupling enzyme system counterscreen, AmpLite Red fluorescence; activity change, negative = inhibition, % at 58.2 µM, hits read low; hit rate 0.67% among 290,000; AID 2472; in the data active = activity change below about -30%; also: % is scaled to controls: 0 for no effect and ±100 for the full control effect
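Activity here indicates interference with the coupling reaction, not aldolase inhibition. Compounds at 57.5 uM final met coupling enzymes for 10 min at RT; substrate and AmpLite Red detection followed, with a 525/598 nm fluorescence read after 20 min.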
KCNH2 3.1 inh: blocks the human KCNH2 3.1 channel isoform; U2OS KCNH2 3.1, thallium flux FluxOr; hits give low values; activity change, % (tested at about 1.8 µM); hit rate 0.95% among 340,000; AID 720553;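 active = maximum activity change below -70%; inconclusive = maximum activity change from -70% to -50%; inactive = maximum activity change above -50%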;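 also: thallium influx rate constant from kinetic fluorescence after stimulation buffer; % is scaled to controls: 0 for no effect and ±100 for the full control effect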
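Channel expression came from 3.1 mutant virus (1.77 x 10^8 /mL) applied to suspended U2OS cells for 4 h. Flux was tracked with FluxOr dye plus Red40 quencher, and kinetic rate constants normalized to controls.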
FLuc modulator: firefly luciferase modulation, counter-screen for miR-21 project; Potency, µM (doses to about 57.5 µM), for the others: top-dose activity change, negative = inhibition, hits mostly inhibitors; hit rate 6.9% among 360,000; P08659; purified FLuc, Km substrates, luminescence inhibition;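 also: potency is read from the fitted curve at half-maximal effect; plate controls were vehicle for no effect and reference inhibitor for full effect; nearly all actives have a fitted effect of over 55% in size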
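Biochemical qHTS of compounds, final roughly 60 µM downward over six points, against 10 nM purified firefly luciferase using Km concentrations of substrates (10 uM D-luciferin, 10 uM ATP) in Tris acetate pH 7.5 buffer; luminescence output.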
ELG1 genotoxic: induces genotoxicity in HEK293T cells with luciferase-tagged ELG1. HEK293T ELG1-luciferase reporter, luminescence, 16 h. AID 504466. Potency, µM (titrated, usually from 46 µM), for the others: at the top dose activity change, positive = activation, hits mostly activators. hit rate 1.3% among 330,000; also: potency is read from the fitted curve at half-maximal effect; % of control where 0% means no effect; nearly all actives have a fitted effect of over 60% in size
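HEK293T cells expressing luciferase-tagged ELG1 were treated with compound or DMSO for 16 hr at 37°C. Luciferase activity was then read after 30 min with ONE-Glo at room temperature; rising signal flags genetic stress.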
NPC1 promoter act: activates the NPC1 promoter; Huh7 NPC1 promoter luciferase reporter, 24 h; hit rate 2.4% among 320,000; AID 485313; Potency, µM (top dose mostly 9.22 µM), for inactives: at the highest dose activation, usual class: activators;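 also: potency is read from the fitted curve at half-maximal effect; % of control where 0% means no effect; nearly all actives have a fitted effect of over 60% in size; reporter is driven by a mutant NPC1 promoter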
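Huh7 cells stably carrying NPC1 promoter–luciferase, plated in Opti-MEM with 10% FBS for 2 h, were exposed to compound in DMSO for 24 h at 37 °C; luciferase reagent was added for 10 min and luminescence read.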
RORgamma inh: blocks mouse ROR gamma transcriptional activity | Potency, µM (series often up to 53.6 µM), without a hit: at the top dose activity change, negative = inhibition, hits mostly inhibitors | hit rate 5.4% among 310,000 | Drosophila S2 Gal4-RORgamma UAS-luciferase reporter, 20 h | P51450; also: potency is read from the fitted curve at half-maximal effect; % is scaled to controls: 0 for no effect and ±100 for the full control effect; nearly all actives have a fitted effect of over 60% in size
Target sequence (P51450 whole entry, looked up, the tested form may be a part): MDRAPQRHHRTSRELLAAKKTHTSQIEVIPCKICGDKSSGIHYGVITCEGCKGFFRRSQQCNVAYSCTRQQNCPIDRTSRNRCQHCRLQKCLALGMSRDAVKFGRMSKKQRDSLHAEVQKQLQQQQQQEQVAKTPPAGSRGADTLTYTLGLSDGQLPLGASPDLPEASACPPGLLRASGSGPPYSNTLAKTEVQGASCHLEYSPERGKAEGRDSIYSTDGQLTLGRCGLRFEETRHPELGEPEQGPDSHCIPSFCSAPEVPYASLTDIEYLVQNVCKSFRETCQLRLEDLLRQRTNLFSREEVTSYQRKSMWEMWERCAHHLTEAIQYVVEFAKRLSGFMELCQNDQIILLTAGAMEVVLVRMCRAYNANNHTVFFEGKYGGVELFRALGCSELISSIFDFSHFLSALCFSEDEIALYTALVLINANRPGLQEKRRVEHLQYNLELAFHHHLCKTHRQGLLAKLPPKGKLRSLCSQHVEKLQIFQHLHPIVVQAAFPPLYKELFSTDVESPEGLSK
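ROR gamma transcriptional activity was tracked as Gal4-UAS luciferase output in stably transfected Drosophila Schneider cells, with compound added 1 hr before 700 uM copper sulfate induction and a 20 hr ambient-temperature incubation.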
Rab9 promoter act: activates the Rab9 promoter | AID 485297 | Huh7 Rab9 promoter-luciferase reporter, luminescence, 24 h | hit rate 2.8% among 320,000 | Potency, µM (top dose mostly 9.22 µM), without a hit: at the highest dose activation, negative = inhibition, most hits filed as activators; also: potency is read from the fitted curve at half-maximal effect; % of control where 0% means no effect; nearly all actives have a fitted effect of over 60% in size
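Promoter activation is measured as luciferase luminescence in Huh7 cells stably transfected with a Rab9 promoter–luciferase construct, following 24 h compound exposure at 37 °C and 10 min reagent incubation at ambient temperature.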
VP16 counter: inhibits Gal4-VP16 luciferase reporter, ROR gamma counter-screen. Drosophila S2 Gal4-VP16 UAS-luciferase, luminescence, 20 h. hit rate 3.5% among 310,000. Potency, µM (doses to about 53.6 µM), for inactives: at the highest dose activity, negative = inhibition, hits mostly inhibitors;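 also: Gal4-VP16 expression switched on by copper sulfate through the metallothionein promoter; potency is read from the fitted curve at half-maximal effect; % is scaled to controls: 0 for no effect and ±100 for the full control effect; nearly all actives have a fitted effect of over 50% in size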
* hit, by the source's call; [ ] = remark or other dose. Unless noted, calls follow the shape of the dose curve; as a rule, active = well fitted curve in the direction sought with a large enough effect; inconclusive = small, poorly fitted or top-dose-only effect, or another doubt; inactive = no such curve, though single readings can be large; an effect the other way counts as inactive or inconclusive.

How did CCCN1CC(=O)N2C(c3cccc(OC)c3OC)c3[nH]c4ccccc4c3C[C@H]2C1=O (stereo not given in full) do in these assays?
Giardia killer: 47.1[activator]; uPA generation: -4.9%; Tb PFK block: 9.6%; Coupling enz: 3.4; KCNH2 3.1 inh: 5.7; FLuc modulator: -3.4%; ELG1 genotoxic: 0.0%; NPC1 promoter act: 0.9%; RORgamma inh: 21.3%; Rab9 promoter act: -4.2%[1.84 µM]; VP16 counter: -4.2%

What do the screens show for `CCOC(=O)C1CCC2(CC1)C(C#N)=C(N)Oc1n[nH]c(C)c12` (stereo not given)?
Giardia killer: 0.5; Tb PFK block: 2.2%; Coupling enz: 2.8; KCNH2 3.1 inh: 0.8; FLuc modulator: 0.4%; ELG1 genotoxic: -2.7%; NPC1 promoter act: 0.6%; RORgamma inh: 15.2%; Rab9 promoter act: 2.4%; VP16 counter: 3.6%

Results for CCOc1ccc(OCCC(=O)OC(C)C(=O)Nc2ccc(C(C)=O)cc2)cc1 (stereo not given) ?
Giardia killer: -3.6; uPA generation: -6.3%; Tb PFK block: 4.7%; Coupling enz: -1.2; KCNH2 3.1 inh: -8.2; FLuc modulator: -17.9%; ELG1 genotoxic: 5.0%; NPC1 promoter act: -0.9%; RORgamma inh: -5.1%; Rab9 promoter act: 3.1%; VP16 counter: -13.3%

How did O=C(Cn1cncn1)N/N=C/c1ccc(Cl)cc1 do in these assays?
Giardia killer: -9.3; uPA generation: 1.8%; Tb PFK block: 1.3%; Coupling enz: 0.9; KCNH2 3.1 inh: -3.6; FLuc modulator: -18.0%; ELG1 genotoxic: 3.8%; NPC1 promoter act: -0.6%; RORgamma inh: -25.1%; Rab9 promoter act: -3.0%; VP16 counter: -6.2%

How did Cc1ccc(-c2cc(C(=O)O)n[nH]2)o1 do in these assays?
Giardia killer: 2.9; Tb PFK block: 0.0%; Coupling enz: 1.6; KCNH2 3.1 inh: -0.5; FLuc modulator: inconclusive; ELG1 genotoxic: 0.8%; NPC1 promoter act: 1.0%; RORgamma inh: -6.5%; Rab9 promoter act: 1.1%[1.84 µM]; VP16 counter: 5.9%

How did CCOc1ccc(OCC)c(NC(=O)CCn2cccc2)c1 do in these assays?
Giardia killer: 14.7; uPA generation: 6.8%; Tb PFK block: -2.8%; Coupling enz: -1.7; KCNH2 3.1 inh: 6.4; FLuc modulator: -0.4%; ELG1 genotoxic: 0.0%; NPC1 promoter act: -0.2%; RORgamma inh: 1.2%; Rab9 promoter act: 9.3%; VP16 counter: 0.5%

Results for CCOC(=O)c1nn(-c2ccccc2F)c(C)c1C(C)=O ?
Giardia killer: 5.7; uPA generation: 3.3%; Tb PFK block: -2.1%; Coupling enz: 0.3; KCNH2 3.1 inh: 0.2; FLuc modulator: -0.3%; ELG1 genotoxic: 2.0%; NPC1 promoter act: 0.5%; RORgamma inh: -3.8%; Rab9 promoter act: 5.4%; VP16 counter: 2.2%

How did Cc1ccc(NC(=S)NCc2ccccc2)c(C)c1 do in these assays?
Giardia killer: -6.1; uPA generation: 5.3%; Tb PFK block: 0.2%; Coupling enz: 1.9; KCNH2 3.1 inh: 0.2; FLuc modulator: 1.7%; ELG1 genotoxic: 4.6%; NPC1 promoter act: -2.1%; RORgamma inh: 5.01µM*; Rab9 promoter act: -0.4%; VP16 counter: 7.08µM*

What do the screens show for `Cc1ccc(C)c(NC(=O)CSc2nnc(CCNC(=O)OC(C)(C)C)o2)c1`?
Giardia killer: 32.7[activator]; uPA generation: 3.8%; Tb PFK block: 0.6%; Coupling enz: 1.3; KCNH2 3.1 inh: 2.7; FLuc modulator: 2.7%; ELG1 genotoxic: 1.8%; NPC1 promoter act: -1.0%; RORgamma inh: -12.1%; Rab9 promoter act: -1.4%; VP16 counter: -11.9%

Results for CCOc1ccc(Oc2c(/C=N/NC(C)=O)c(C)nn2-c2ccccc2)cc1 ?
Giardia killer: 33.8[activator]; uPA generation: 6.7%; Tb PFK block: 7.1%; Coupling enz: 0.7; KCNH2 3.1 inh: 8.4; FLuc modulator: 0.7%; ELG1 genotoxic: 6.5%; NPC1 promoter act: -4.2%; RORgamma inh: 73.8%; Rab9 promoter act: 0.4%; VP16 counter: 7.6%

What do the screens show for `CCN1CCc2nc3ccccc3c(C(=O)Nc3ccc(NC(C)=O)cc3)c2C1`?
Giardia killer: 9.1; uPA generation: -4.3%; Tb PFK block: 2.1%; Coupling enz: 1.2; KCNH2 3.1 inh: -7.4; FLuc modulator: -2.3%; ELG1 genotoxic: 0.4%; NPC1 promoter act: -1.0%; RORgamma inh: 1.0%; Rab9 promoter act: 0.6%; VP16 counter: -3.0%

What do the screens show for `CCOC(=O)CCCCC(=O)NC(CO)C(=O)NC` (stereo not given)?
Giardia killer: 17.3; uPA generation: -2.9%; Tb PFK block: -6.4%; Coupling enz: 0.1; KCNH2 3.1 inh: 6.6; FLuc modulator: 0.5%; ELG1 genotoxic: -2.7%; NPC1 promoter act: 0.3%; RORgamma inh: 18.3%[0.365 µM]; Rab9 promoter act: 0.7%

How did CCc1ccc(NC(=O)CN2C(=O)COc3ccc(S(=O)(=O)N4CCCC4)cc32)cc1 do in these assays?
Giardia killer: -19.4; uPA generation: -0.7%; Tb PFK block: 2.8%; KCNH2 3.1 inh: 0.8; FLuc modulator: inconclusive; ELG1 genotoxic: 2.1%; NPC1 promoter act: 0.5%; RORgamma inh: 14.7%; Rab9 promoter act: -9.5%; VP16 counter: 2.2%

What do the screens show for `NC(=O)C1CCN(C(=O)N2c3ccccc3Sc3ccccc32)CC1`?
Giardia killer: 5.2; uPA generation: 1.1%; Tb PFK block: 3.4%; Coupling enz: -8.5; KCNH2 3.1 inh: -2.1; FLuc modulator: 8.2%; ELG1 genotoxic: -6.0%; NPC1 promoter act: -4.1%; RORgamma inh: -7.5%; Rab9 promoter act: 2.4%; VP16 counter: -16.8%

What do the screens show for `CC(NC(=O)c1cc(-c2ccccc2)nc2ccccc12)C1CCCO1` (stereo not given)?
Tb PFK block: -1.8%; Coupling enz: 0.2; FLuc modulator: -14.7%; ELG1 genotoxic: -9.1%; NPC1 promoter act: -4.4%; RORgamma inh: 3.3%; Rab9 promoter act: 2.2%; VP16 counter: 1.1%

What do the screens show for `CCCCN(S(=O)(=O)c1ccccc1)S(=O)(=O)c1ccccc1`?
Giardia killer: -5.0; uPA generation: -5.8%; Tb PFK block: -0.6%; Coupling enz: 1.1; KCNH2 3.1 inh: -4.8; FLuc modulator: 2.7%; ELG1 genotoxic: -1.2%; NPC1 promoter act: -4.0%; RORgamma inh: inconclusive; Rab9 promoter act: -0.7%; VP16 counter: -6.9%

How did CCCCNC(=O)N1CCCC(C(=O)c2cc(C)c(OC)c(C)c2)C1 (stereo not given) do in these assays?
Giardia killer: -4.5; uPA generation: 2.3%; Tb PFK block: -4.1%; Coupling enz: 0.3; KCNH2 3.1 inh: -1.1; FLuc modulator: 4.0%; ELG1 genotoxic: -4.8%; NPC1 promoter act: 1.5%; RORgamma inh: 5.4%; Rab9 promoter act: -3.7%; VP16 counter: -1.0%

Results for Cc1ccc(NC(=O)CSc2nc(=O)n(CCN(C)C)c3c2CCCC3)c(C)c1 ?
Giardia killer: -23.7; uPA generation: -3.4%; Tb PFK block: -4.6%; KCNH2 3.1 inh: 5.6; FLuc modulator: 0.2%; ELG1 genotoxic: 5.1%; NPC1 promoter act: -4.7%; Rab9 promoter act: -6.7%

Results for CCCn1nc(C(=O)OCn2nnc3ccccc3c2=O)c2ccccc2c1=O ?
Giardia killer: 2.7; uPA generation: -5.1%; Tb PFK block: -6.1%; Coupling enz: 10.7; KCNH2 3.1 inh: 5.9; FLuc modulator: -2.7%; ELG1 genotoxic: 1.3%; NPC1 promoter act: 2.9%; RORgamma inh: 1.2%; Rab9 promoter act: -2.1%; VP16 counter: -15.9%

What do the screens show for `O=C(C1CCCN1S(=O)(=O)c1ccc(Cl)c(Cl)c1)N1CCOCC1` (stereo not given)?
Giardia killer: -6.1; uPA generation: -1.8%; Tb PFK block: -0.7%; Coupling enz: 3.8; KCNH2 3.1 inh: -11.4; FLuc modulator: 3.3%; ELG1 genotoxic: 0.2%; NPC1 promoter act: -4.8%; RORgamma inh: -1.8%; Rab9 promoter act: 0.0%; VP16 counter: 5.6%

What do the screens show for `CCOC(=O)c1csc(NC(=O)c2ccc(S(=O)(=O)N(C)C)cc2)n1`?
Giardia killer: 1.7; uPA generation: 2.4%; Tb PFK block: -0.7%; Coupling enz: -2.8; KCNH2 3.1 inh: 7.3; FLuc modulator: -4.4%; ELG1 genotoxic: -20.0%; NPC1 promoter act: 19.7%; RORgamma inh: 19.7%; Rab9 promoter act: 21.2%; VP16 counter: 2.0%
